# BCR signal inh: chronic active BCR signaling inhibition; ABC-DLBCL IkBa-CBG/CBR reporter, luminescence ratio, 4 h; Potency, µM (titrated, usually from 46.1 µM), for the others: top-dose ratio change, negative = lower green/red ratio, usual class: inhibitors; hit rate 0.05% among 340,000; AID 493014; active = well fitted inhibition curve with a large enough effect in the signal ratio, with a control signal flat, not every such curve was filed as active; inconclusive = small, poorly fitted or top-dose-only effect, or effect the other way, or a change in a side signal; the % refers to the signal ratio;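 note: potency is the fitted concentration of half-maximal effect; plate controls were basal doxycycline-induced cells for no effect and cells given 10 µM MG132 for full effect; MG132 reads +100%, hits lower the ratio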
#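 TMD8 human ABC-DLBCL cells with doxycycline-inducible IκBα–green luciferase fusion and unfused red luciferase, in 0.5% FBS medium; compounds up to 46 uM, 4 h at 37C. Green/red luminescence ratio, filter-overlap corrected, fitted to concentration-response curves.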
# AT treatment: potential ataxia-telangiectasia treatment | AID 485349 | hit rate 0.19% among 320,000 | […] A-T fibroblasts, KAP-1 phosphorylation AlphaLISA; neocarzinostatin DNA damage 30 min before lysis | Potency, µM (top dose mostly 57.5 µM), without a hit: at the top dose activation, actives largely listed as activators; note: potency is the fitted concentration of half-maximal effect; % of control where 0% means no effect; nearly all actives have a fitted effect of over 45% in size
#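 hTERT-immortalized A-T patient fibroblasts ([…]), 500 cells/well in OPTI-MEM, 1% FBS, got compounds for 60 min, then NCS for 30 min at 37C. Lysates were then assayed for phospho-KAP-1 by AlphaLISA (anti-pKAP1 donor, anti-KAP1 acceptor beads), 6 hr at 25C.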
# PTAP TSG101 blk: blocks PTAP/TSG101 interaction to inhibit HIV-1 budding | Q99816 | Fluorescence polarization, FITC-PTAP peptide / Tsg101 binding | Potency, µM (doses to about 115 µM), for inactives: top-dose activity change, negative = inhibition, actives largely listed as inhibitors | 340,000 tested, under 10 active; active = well fitted inhibition curve with a large enough effect in the main read-out, with a control signal flat, not every such curve was filed as active; inconclusive = small, poorly fitted or top-dose-only effect, or effect the other way, or a change in a side signal; inactive = no such curve, though single readings can be large or run the other way; note: potency is the fitted concentration of half-maximal effect; % of control where 0% means no effect
# Target sequence (Q99816 whole entry, looked up): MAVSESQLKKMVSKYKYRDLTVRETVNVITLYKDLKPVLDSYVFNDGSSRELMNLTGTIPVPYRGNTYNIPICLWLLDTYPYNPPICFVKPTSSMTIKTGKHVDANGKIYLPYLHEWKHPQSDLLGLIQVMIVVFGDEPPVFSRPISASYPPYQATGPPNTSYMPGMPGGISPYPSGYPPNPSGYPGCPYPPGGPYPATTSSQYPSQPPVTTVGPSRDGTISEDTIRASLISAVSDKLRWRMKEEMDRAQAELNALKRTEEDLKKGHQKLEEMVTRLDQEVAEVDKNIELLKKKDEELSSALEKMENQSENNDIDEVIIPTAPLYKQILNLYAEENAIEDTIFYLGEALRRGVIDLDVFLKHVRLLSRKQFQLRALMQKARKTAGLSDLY
#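 FP read-out: FITC-PTAP peptide, 50 nM final, binding Tsg101 binding domain, 10 uM final; 20 min, r.t.; 10 mM HEPES pH 7.5, 0.15 M NaCl, 0.01% Tween 20, 3 mM EDTA, 0.1 mM TCEP.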
# ELG1 repair inh: blocks ELG1-dependent DNA repair in HEK293T cells; hit rate 2.3% among 330,000; HEK293T ELG1-luciferase reporter, luminescence, 16 h; DNA damage induced by 5-fluorouridine; Potency, µM (series often up to 46.1 µM), for the others: at the top dose activity change, negative = inhibition, actives largely listed as inhibitors; note: potency is the fitted concentration of half-maximal effect; % is set by controls: 0 for no effect and ±100 for the full control effect; nearly all actives have a fitted effect of over 55% in size
#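 DMSO vehicle served as the neutral condition. Each well held 2,000 cells given 5-fluorouridine plus compound; after 16 hr at 37 °C/5% CO2, ONE-Glo was added and luciferase measured 30 min later.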
# Eya2 inh: Eya2 (human) phosphatase inhibition | recombinant Eya2, OMFP fluorescence dephosphorylation (OMFP is methylfluorescein phosphate) | Potency, µM (titrated, usually from 76.9 µM), for the others: at the highest dose activity, negative = inhibition, usual class: inhibitors | O00167 | hit rate 0.006% among 330,000; note: potency is the fitted concentration of half-maximal effect; % is set by controls: 0 for no effect and ±100 for the full control effect
#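 Eya2 (0.2 uM) preincubated 10 min at ambient with compound, then OMFP substrate added at 50 uM; 10 min reaction in 50 mM HEPES pH 7.5, 50 mM NaCl, 5 uM MgCl2, 0.05% BSA, 1 mM DTT. Fluorescence read at Ex 485/Em 525 nm.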
# ASM inhibitor: blocks human secretory acid sphingomyelinase; P17405; placental ASM, HMU-PC fluorogenic substrate, 60 min; Potency, µM (top dose mostly 57.5 µM), inactives show top-dose activity change, negative = inhibition, most hits filed as inhibitors; hit rate 0.006% among 340,000; AID 504937; note: potency is the fitted concentration of half-maximal effect
#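 qHTS format. ASM enzyme prepared from human placenta hydrolyses the fluorogenic substrate HMU-PC0 (9 uM final) over 60 min at 37 °C after a 10 min compound preincubation.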
# TCR act: activators of T cell receptors. primary human leukocytes, anti-CD3, IL-2 HTRF, 48 h. Potency, µM (doses to about 9.22 µM), without a hit: top-dose activation of IL-2 secretion, most hits filed as activators. 330,000 tested, under 10 active; note: % of control where 0% means no effect
#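 48 hr co-incubation of compounds, a-CD3 beads and primary human leukocytes; IL-2 quantified homogeneously by HTRF with anti-IL-2 K and d2 conjugates.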
# Integrin act MD: activates integrin-mediated alleviation for muscular dystrophy; AID 624291; Potency, µM (series often up to 38.3 µM), inactives show at the top dose activation, actives largely listed as activators; alpha7betagal myoblasts, beta-gal FDG fluorescence, 48 h; hit rate 0.064% among 350,000;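 note: potency is the fitted concentration of half-maximal effect; 100% = response of the positive control SU9516; nearly all actives have a fitted effect of over 60% in size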
#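 alpha7betagal+/- myoblasts (passage 13, 250/well) treated 48 h at 37C with compounds at 1:260 dilution of DMSO stock. Lysed, then beta-galactosidase activity read as FDG fluorescence (ex 480/em 540) after 30 min, with pre-read for autofluorescence.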
# TSHR antagonist: blocks TSH signaling through the human TSH receptor. P16473. TSHR-expressing cells, TSH-stimulated cAMP HTRF, 2 h; hits give low values. activity change, negative = inhibition, % at 11.5 µM. hit rate 0.2% among 330,000. AID 504810;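 active = activity change below a set negative limit, meaning inhibition stronger than a set level, cut at about -70% in these data; inconclusive = activity change between two set negative limits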; note: % is set by controls: 0 for no effect and ±100 for the full control effect
#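 Freshly harvested TSHR cells receive pin-tooled compound, then EC80 TSH at 4nM final. After 2 hours at 37 deg C, antibody in lysis buffer and cAMP-d2 are added; 30 minutes at ambient temperature precede the HTRF read.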
# Mito fusion act: mitochondrial division inhibition or fusion activation; hit rate 0.23% among 320,000; Potency, µM (top dose mostly 46.1 µM), without a hit: at the highest dose growth rescue (activation), hits mostly activators; S. cerevisiae fusion-defective mutant growth rescue, CellTiterGlo 48 h;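 note: potency is the fitted concentration of half-maximal effect; % of control where 0% means no effect; nearly all actives have a fitted effect of over 45% in size; temperature-sensitive fusion mutants such as fzo1-1 at 37 °C on non-fermentable ethanol glycerol medium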
#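 Temperature-sensitive fusion-defective S. cerevisiae (e.g. fzo1-1, mgm1-5) were grown with compound in YPEG medium (3% ethanol, 3% glycerol) for 48 hours at 37C. Growth rescue was measured as viability by CellTiterGlo luminescence after 10 minutes at ambient.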
# Tb PFK block: T. brucei PFK enzyme inhibition; T. brucei PFK, ADP-Glo luminescence; Potency, µM (titrated, usually from 57.5 µM), for inactives: at the top dose activity, negative = inhibition, hits mostly inhibitors; hit rate 0.17% among 330,000; AID 485367;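 note: potency is the fitted concentration of half-maximal effect; 0% = uninhibited 1x PFK enzyme wells and -100% = no-enzyme wells; nearly all actives have a fitted effect of over 60% in size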
# Target sequence (O15648 whole entry, looked up): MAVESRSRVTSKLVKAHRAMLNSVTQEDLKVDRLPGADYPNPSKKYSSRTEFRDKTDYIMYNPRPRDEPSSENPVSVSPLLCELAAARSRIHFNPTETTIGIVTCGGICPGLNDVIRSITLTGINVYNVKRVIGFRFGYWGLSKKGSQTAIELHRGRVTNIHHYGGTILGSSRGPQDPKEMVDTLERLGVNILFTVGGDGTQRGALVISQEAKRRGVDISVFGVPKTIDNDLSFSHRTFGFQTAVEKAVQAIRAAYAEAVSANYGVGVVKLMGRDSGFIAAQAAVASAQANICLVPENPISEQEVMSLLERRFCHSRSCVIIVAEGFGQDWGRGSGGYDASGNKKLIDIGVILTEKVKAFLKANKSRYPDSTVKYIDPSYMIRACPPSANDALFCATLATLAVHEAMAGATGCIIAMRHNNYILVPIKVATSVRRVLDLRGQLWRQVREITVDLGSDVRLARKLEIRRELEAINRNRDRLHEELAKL
#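 Luminescent ADP detection (ADP-Glo, two-step: ATP depletion then ADP-to-ATP conversion for luciferase) reported PFK activity after 45 min room-temperature reaction of 1.25 nM enzyme with 0.5 mM F6P and 0.1 mM ATP at pH 8.0.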
# * hit, by the source's call; ? = inconclusive; . = not tested or not shown; [ ] = remark or other dose. Unless noted, calls come from the whole dose curve; as a rule, active = well fitted curve in the direction sought with a large enough effect; inconclusive = small, poorly fitted or top-dose-only effect, or another doubt; inactive = no such curve, though single readings can be large; an effect the other way counts as inactive or inconclusive.
molecule | Integrin act MD | Tb PFK block | ELG1 repair inh | TCR act | AT treatment | ASM inhibitor | Mito fusion act | BCR signal inh | Eya2 inh | TSHR antagonist | PTAP TSG101 blk
Cc1nn(C(C)C)c(C)c1CN1CCC(C(=O)Nc2cccc(-c3cccc(F)c3)c2)CC1 | -40%[inhibitor] | -6% | -9% | -2% | 1% | -1% | -1% | ? | -17% | 4 | -1%
Cc1ccc(S(=O)(=O)Nc2ccccc2CNc2ccccn2)cc1 | 2% | 0% | ? | -3% | 6% | 2% | 6% | 5% | 2% | -11 | 0%
C=CCn1cc(-c2ccccc2)cc(C#N)c1=O | -15% | 1% | 24% | -3% | . | 372%[activator] | -2% | -10% | -3% | -6 | -1%
CCOC(=O)CCNC(=O)N1CCCC(C(=O)c2ccccc2SC)C1 (stereo not given) | 15% | -6% | 7% | 16% | 3% | -3% | -5% | 0% | -11% | -11 | 0%
COc1cccc(/C=C2\NC(=O)NC2=O)c1O | -21% | 2% | ? | -1% | 5% | -1% | 0% | 7% | 11% | -7 | -7%
Cc1nnc(C)c2c(C)n(C(C)c3ccccc3)c(C)c12 (stereo not given) | -45%[inhibitor] | 1% | -18% | 2% | 15% | 31%[activator] | 1% | 6% | 4% | -5 | 1%
COc1cc(/C=C2\SC(=O)N(CCNC(=O)c3c(C)noc3C)C2=O)cc(OC)c1OC | 16% | -18% | 18µM* | 4% | 4% | 16% | . | 1% | -8% | -27 | -10%
COc1cc(S(=O)(=O)N2CCOCC2)ccc1N | 20% | 1% | 7% | -2% | 3% | 4% | 0% | -1% | -5% | -5 | -2%
Cn1c(CNC(=O)c2ccc3c(c2)OCO3)nnc1SCC(=O)Nc1ccccc1Cl | -79%[inhibitor] | 0% | 0% | 2% | -4% | -3% | 11% | -9% | 0% | 5 | -6%
CC1CCc2c(C(=O)Oc3cccc(-n4cnnn4)c3)csc2C1 (stereo not given) | 0% | -3% | -5% | 2% | -3% | -26% | 4% | 13% | -7% | -14 | -7%
CCN1CCC(Nc2ccnc3cc(Cl)ccc23)CC1 | -27% | 3% | 4% | -2% | 0% | 1% | -5% | ? | ? | 16 | -5%
O=C(O)C1=NOC(CNC(=O)c2ccccc2Cl)C1 (stereo not given) | -4% | 1% | 1% | -8% | 4% | 1% | 3% | -2% | -13% | -3 | -3%
COc1ccc(S(=O)(=O)Oc2cc(C(=S)N3CCOCC3)ccc2OC)cc1 | -7% | 1% | -3% | -16% | 5% | 1% | 3% | 1% | 3% | 2 | -5%
CS(=O)(=O)N1CCC(C(=O)NCc2ccc(Cl)cc2)CC1 | ? | -3% | -4% | -4% | 3% | -6% | -1% | -2% | 8% | 0 | -3%
COc1ccc(S(=O)(=O)N2CCCCC2)cc1NC(=O)COc1ccccc1 | 22% | 7% | -17% | 0% | -2% | -1% | 8% | ? | 14% | -6 | -1%
Cc1cc(-c2ccccc2)nc(N(C)NC(=O)c2ccc(Cl)cc2)c1S(C)(=O)=O | 14% | 3% | ? | 5% | . | 2% | 0% | 10% | 19% | 9 | -1%

# Limited to ELG1 repair inh (4 entries from above):
smiles	ELG1 repair inh
COc1cc(/C=C2\SC(=O)N(CCNC(=O)c3c(C)noc3C)C2=O)cc(OC)c1OC	18µM*
COc1cc(S(=O)(=O)N2CCOCC2)ccc1N	7%
Cn1c(CNC(=O)c2ccc3c(c2)OCO3)nnc1SCC(=O)Nc1ccccc1Cl	0%
CC1CCc2c(C(=O)Oc3cccc(-n4cnnn4)c3)csc2C1 (stereo not given)	-5%

# Carrying on:
molecule | Integrin act MD | Tb PFK block | ELG1 repair inh | TCR act | AT treatment | ASM inhibitor | Mito fusion act | BCR signal inh | Eya2 inh | TSHR antagonist | PTAP TSG101 blk
CCOc1ccc(C(=O)NC(C(=O)NCCc2ccc(OC(F)F)cc2)C(C)C)cc1 (stereo not given) | -15% | 0% | -8% | 4% | -1% | -4% | 1% | 4% | 0% | 2 | 2%
O=C(CCc1ccc(S(=O)(=O)N2CCOCC2)cc1)OCC(=O)c1ccccc1 | -7% | -3% | 11% | -9% | 10% | -2% | . | 1% | 3% | 0 | -3%
C=CCNc1nc(Cl)nc(Nc2ccccc2)n1 | -11% | 0% | ? | 0% | 6% | 0% | -6% | 6% | -4% | -12 | 0%
COc1cc(C(C)=O)ccc1OCC(=O)Nc1ccccc1N1CCCC1 | 8% | 1% | ? | . | 7% | -2% | 3% | ? | -6% | -9 | -1%
COc1ccccc1CC(=O)NCCc1ccc(S(N)(=O)=O)cc1 | 28% | -9% | -9% | -11%[46.1 µM] | 2% | 1% | -3% | 10% | 4% | 17 | -4%
COc1ccc(-c2nc(-c3ccccc3)[nH]c(=O)c2C#N)cc1 | 14% | -2% | -2% | -8% | 0% | 9% | 4% | -5% | 3% | 2 | -3%
CCN(CC)C(=O)CSc1nnc2cc(C)c3ccccc3n12 | 28% | -1% | -14% | -3% | -2% | 8% | 8% | -7% | -11% | 7 | -5%
CC(Oc1ccc(F)cc1)C(=O)N(Cc1ccccc1)c1c(N)n(Cc2ccccc2)c(=O)[nH]c1=O (stereo not given) | 13% | -4% | 0% | -8% | -1% | 1% | -6% | ? | 39% | -4 | -2%
COc1ccc(N(CC(=O)Nc2cccc(SC)c2)S(C)(=O)=O)cc1 | -6% | -1% | ? | -4% | -1% | -3% | -3% | -6% | -1% | -7 | -5%
c1ccc(-n2ncc3c(N4CCN(c5ccccn5)CC4)nc(N4CCCCC4)nc32)cc1 | . | 0% | 6% | . | -4% | . | -1% | 2% | 1% | 9 | .
Cc1ccc(N2C(=O)c3cccc4cccc(c34)C2=O)cc1 | 23% | 6% | 0% | -5% | 10% | 10% | 3% | -4% | 9% | 8 | 2%
O=C(CCc1ccccc1)Nc1cccc(NC(=O)CCc2ccccc2)c1 | -12%[7.66 µM] | 0% | ? | . | -1% | 0% | -1% | ? | -22% | -11 | -4%
COc1ccccc1NS(=O)(=O)c1ccc(C)c(NC(=O)c2ccc(S(=O)(=O)N3CCCCCC3)cc2)c1 | 74% | 2% | ? | -2%[46.1 µM] | . | 2% | 1% | 1% | -10% | -11 | 2%
CCOC(=O)[C@@H]1[C@H]2COc3ccccc3[C@@H]2N2C(=O)N(c3cccc(C)c3)C(=O)[C@@]12C | 7% | 0% | 18% | 1% | 2% | 1% | . | -1% | 3% | -7 | 1%
Nc1nc(NCCCN2CCOCC2)nc(NCc2ccccc2)c1[N+](=O)[O-] | -13% | 1% | -4% | 3% | -6% | 5% | 1% | -19% | 2% | 3 | -3%
CC(C)CC(c1nnnn1C1CCCC1)N1CCC(C(N)=O)CC1 (stereo not given) | 14% | 1% | 2% | -3% | 1% | 4% | -4% | -2% | -8% | 2 | -1%
CC1NC(=O)NC1CCCCC(=O)O (stereo not given) | 19% | -2% | 0% | 1% | 6% | 1% | 6% | 4% | 0% | 4 | 1%
CCOC(=O)c1c(CS(=O)(=O)c2ccccc2)n(C)c2cc(Br)c(O)cc12 | -26% | 3% | ? | 1% | -2% | -7% | 4% | ? | 11% | -2 | -9%
COc1ccccc1C(=O)N/C(=C/c1ccc2c(c1)OCO2)C(=O)Nc1ccc(C(=O)O)cc1 | 17% | 24% | -14% | 0% | 0% | -2% | -3% | 1% | -3% | -8 | -3%

# An excerpt from the list above, as a working copy:
molecule | Integrin act MD | Tb PFK block | ELG1 repair inh | TCR act | AT treatment | ASM inhibitor | Mito fusion act | BCR signal inh | Eya2 inh | TSHR antagonist | PTAP TSG101 blk
COc1cc(C(C)=O)ccc1OCC(=O)Nc1ccccc1N1CCCC1 | 8% | 1% | ? | . | 7% | -2% | 3% | ? | -6% | -9 | -1%
COc1ccccc1CC(=O)NCCc1ccc(S(N)(=O)=O)cc1 | 28% | -9% | -9% | -11%[46.1 µM] | 2% | 1% | -3% | 10% | 4% | 17 | -4%

# Assay outcomes (PubChem BioAssay)
